High-throughput results as filed in PubChem BioAssay.
NSD2 HMT inh: NSD2 histone methyltransferase inhibitors, primary screen, biochemical, AlphaScreen, single concentration, set 2 | NSD2 peptide methylation, 120 min | hit rate 0.54% among 310,000 | inhibition, % at 12.5 µM | Histone-lysine N-methyltransferase NSD2 (Homo sapiens), O96028 | AID 743445, 2014; in the data active = inhibition above about 50%
SR-BI DiI-HDL act: activators of SR-BI mediated DiI-HDL uptake, primary screen, ldlA[mSR-BI] CHO cells, DiI fluorescence | 3 h; 100 = double the neutral-control signal | activation, % at 12.5 µM | hit rate 0.096% among 320,000 | AID 504775, 2011;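 active = mean replicate activation of at least 60% and every replicate at or above 60%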;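 note: 0% = median plate neutral-control signal and 100% = twice that signal; values of inactives mirror those of a sister screen read the other way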
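Test system: SR-BI-overexpressing, LDLR-lacking CHO cells. Measured by: DiI fluorescence, bottom read. Medium: Ham's F12 with 0.5% BSA, HEPES 25 mM, pH 7.4. Timing: 3 h uptake period with compound, 37 °C.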
MITF act: activators of MITF-driven TRPM1 promoter reporter, primary screen, cell-based, SK-MEL-5, luciferase, single point; SK-MEL-5 TRPM1-promoter luciferase, 24 h; % of positive control, neutral wells = 0; activation, % at 12.5 µM; hit rate 0.75% among 300,000; AID 588334, 2011;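 active = mean activation of at least 80% with every replicate also reaching 80%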;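 note: 0% = neutral control wells and 100% = parthenolide positive control wells; values of inactives mirror those of a sister screen read the other way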
Pemphigus Ab inh: inhibitors of pemphigus antibody binding to DSG3, primary screen, biochemical, bead-based, flow cytometry, scFv-GFP. binding (percent of control), % at 10 µM. AID 588358, 2011. Desmoglein-3 (Homo sapiens), P32926. hit rate 0.48% among 310,000. DSG3-coupled beads, scFv-anti-DSG3-GFP binding; active compounds read low;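 active = binding more than 3 SD below its plate's average and above zero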;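 note: hits lower antibody fragment binding to DSG3; some compounds called inactive have numbers as strong as hits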
PKA-R2B act: activators of PKA-R2B holoenzyme, primary screen, biochemical, fluorescence polarization, Cy5-IP20, human. AID 504700, 2011. activation, % at 11.4 µM. hit rate 0.079% among 340,000. PKA-R2B holoenzyme dissociation; R2B truncated from residue 108, S112A mutant; 0% DMSO only, 100% 113 µM cGMP;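 active = activation above a cutoff set at the mean over all compounds plus 3 SD, cut at about 18% in these data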;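 note: higher means more holoenzyme dissociation and a rise in polarization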
Target sequence (P31323 whole entry, looked up, other chains not shown, the tested form may be a part): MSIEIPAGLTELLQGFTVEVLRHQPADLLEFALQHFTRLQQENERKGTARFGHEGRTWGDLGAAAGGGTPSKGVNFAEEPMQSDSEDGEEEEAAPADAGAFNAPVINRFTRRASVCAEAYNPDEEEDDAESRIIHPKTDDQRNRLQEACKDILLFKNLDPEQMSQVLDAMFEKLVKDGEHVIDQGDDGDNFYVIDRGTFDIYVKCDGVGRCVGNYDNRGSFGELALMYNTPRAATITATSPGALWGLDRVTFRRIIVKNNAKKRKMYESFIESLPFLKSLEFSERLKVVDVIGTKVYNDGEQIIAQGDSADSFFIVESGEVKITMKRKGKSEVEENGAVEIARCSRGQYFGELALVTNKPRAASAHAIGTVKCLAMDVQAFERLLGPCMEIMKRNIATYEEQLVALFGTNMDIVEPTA
SUMO Mot1 rescue: yeast Mot1-301 growth rescue at high temperature, primary screen, SUMOylation pathway inhibitor project, S. cerevisiae, ATP luminescence, 38.5C | S. cerevisiae Mot1-301 growth rescue; percent above DMSO median, 100 means doubled | growth rescue, % at 18.8 µM | hit rate 1% among 320,000;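 active = every valid replicate shows activation above 250% relative to neutral control wells; inactive = the rest, any valid replicate at or below 250%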;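 note: OY570 slx delta 5 strain wells were the positive control but not used for scaling; some compounds called inactive have numbers as strong as hits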
CDK5 inh: inhibitors of human CDK5/p35 kinase, primary screen, biochemical, single concentration; Recombinant CDK5/p35, ADP-Glo luminescence, 60 min; hit rate 0.01% among 330,000; inhibition, % at 10 µM;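 active = highest replicate inhibition of at least 50% and at least 75% of replicates reaching 50%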;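 note: plate controls were DMSO neutral control for no effect and GW8510 at 10 µM for full effect; many of its hits are not listed in these tables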
SR-BI DiI inh: inhibitors of SR-BI mediated HDL lipid uptake, primary screen, ldlA[mSR-BI] cells, fluorescence, single point; Scavenger receptor class B member 1 (Mus musculus), Q61009; ldlA[mSR-BI] CHO cells, DiI-HDL uptake fluorescence, 3 h; inhibition, % at 12.5 µM; hit rate 0.96% among 320,000; AID 488896, 2010;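 active = mean replicate inhibition of at least 70% and a set share of replicates each scoring 70 or more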;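 note: 0% = median of neutral control wells and 100% = median of positive control wells; values of inactives mirror those of a sister screen read the other way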
PKA-R1A act: activators of PKA-R1A holoenzyme, primary screen, biochemical, fluorescence polarization, Cy5-IP20, bovine R1A, mouse PKAc; hit rate 0.083% among 340,000; activation, % at 11.4 µM; PKA-R1A dissociation; scaled: DMSO 0%, 113 µM cGMP 100%;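 active = percent activation above the mean of all tested compounds plus 3 SD, cut at about 19% in these data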;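 note: higher means more PKAc released from R1A so a rise in polarization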
dFosB act: activators of delta FosB homodimer, primary screen, biochemical, fluorescence polarization, TAMRA-CDK5 oligo, single point. Protein FosB (Mus musculus), P13346. purified delta FosB; percent of positive-control signal above neutral wells. hit rate 0.99% among 340,000. activation, % at 25 µM;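 active = mean activation above about 17%, with every replicate also reaching it, limit read from the data, passing the limit was not always enough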;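 note: fluorescence polarization rise as delta FosB binds a TAMRA Cdk5 AP-1 oligo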
Target sequence (P13346 whole entry, looked up): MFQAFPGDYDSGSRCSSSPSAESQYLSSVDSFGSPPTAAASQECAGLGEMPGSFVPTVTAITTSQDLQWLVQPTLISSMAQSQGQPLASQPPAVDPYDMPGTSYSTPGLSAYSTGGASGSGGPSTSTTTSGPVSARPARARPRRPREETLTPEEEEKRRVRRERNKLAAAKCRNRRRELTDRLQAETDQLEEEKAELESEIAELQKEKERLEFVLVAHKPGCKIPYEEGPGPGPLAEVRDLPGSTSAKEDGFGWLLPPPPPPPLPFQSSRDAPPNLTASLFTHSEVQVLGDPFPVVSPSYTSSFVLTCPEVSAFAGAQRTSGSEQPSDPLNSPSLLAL
Arrestin-AP2 inh: inhibitors of beta-arrestin/AP2 binding, primary screen, biochemical, GPCR trafficking, flow cytometry | beta-arrestin 1 C-terminal peptide binding to AP2 beta2-adaptin appendage (human) | FITC-arrestin peptide / GST-AP2 beads; AP2 beta2 appendage carries R879A mutation | inhibition, % at 10 µM | hit rate 0.31% among 340,000;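 active = inhibition above a set limit, near 3 SD of compounds lacking own fluorescence, cut at about 54% in these data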;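 note: plate controls were DMSO wells for no effect and 5 µM unlabelled arrestin peptide for full effect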
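system = GST-tagged AP2 beta2-adaptin appendage (R879A) on 4 µm glutathione beads | reagent = FITC-labelled arrestin peptide probe, 50 nM final | schedule = compound with beads 12 min RT, then probe 1 h RT | signal = HyperCyt-sampled flow cytometry, FL1 channel, ex 488/em 535 nm | read-out = percent response from loss of bead-bound FITC fluorescence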
* = called active by the depositor; . = not tested or not shown.

SMILES	NSD2 HMT inh	SR-BI DiI-HDL act	MITF act	Pemphigus Ab inh	PKA-R2B act	SUMO Mot1 rescue	CDK5 inh	SR-BI DiI inh	PKA-R1A act	dFosB act	Arrestin-AP2 inh
CCOc1cc2c(cc1OC)C(NC(=O)C(F)(F)F)CC2=O (stereo not drawn)	17	1	-10	93	-12	333	1.4	-1	-6	-5	1
OC(COc1ccccc1Br)CN1CCNCC1 (stereo not drawn)	-3	-6	.	114	-7	-2	-0.4	6	1	0	16
COc1ccccc1CCNS(=O)(=O)c1cc2c3c(c1)CCN3C(=O)CC2	1	-24	-3	98	-6	-7	0.8	24	-5	-1	-11
CC(SCc1ccccc1)C(=O)NC1CCCC1 (stereo not drawn)	-3	22	.	101	-4	2	-1.0	-22	-3	-7	5
CC(C)(C)n1nnnc1C(c1cccnc1)N1CCOCC1 (stereo not drawn)	-7	-1	-17	110	4	8	-1.4	1	-6	-5	-20
O=C(O)C1CCN(C(=O)NC2CCCCC2)CC1	-1	12	-10	99	-4	11	1.7	-12	-4	-16	29
COc1cccc(/C=C2\SC(=S)N(NS(=O)(=O)c3ccc(C)cc3)C2=O)c1OC	17	14	-10	103	0	4	0.8	-14	1	-6	-14
Cc1ccc(NC(=O)CSC2=NN3CCCC(=O)N=C3S2)c(C)c1	.	-6	-6	107	-7	8	-0.7	6	-10	-6	-6
CC1CCCN(C(=O)c2ccc3c(c2NCCO)C(=O)c2ccccc2C3=O)C1 (stereo not drawn)	45	6	6	.	-4	-4	2.1	-6	0	-6	-7
CCc1nnc(NC(=O)c2cc(-c3ccncc3)nc3ccccc23)s1	-1	.	-12	102	6	3	1.6	.	-8	-8	7

Fetched one by one from above, 2 records:
SMILES	NSD2 HMT inh	SR-BI DiI-HDL act	MITF act	Pemphigus Ab inh	PKA-R2B act	SUMO Mot1 rescue	CDK5 inh	SR-BI DiI inh	PKA-R1A act	dFosB act	Arrestin-AP2 inh
CCc1nnc(NC(=O)c2cc(-c3ccncc3)nc3ccccc23)s1	-1	.	-12	102	6	3	1.6	.	-8	-8	7
Cc1ccc(NC(=O)CSC2=NN3CCCC(=O)N=C3S2)c(C)c1	.	-6	-6	107	-7	8	-0.7	6	-10	-6	-6

(further entries)
SMILES	NSD2 HMT inh	SR-BI DiI-HDL act	MITF act	Pemphigus Ab inh	PKA-R2B act	SUMO Mot1 rescue	CDK5 inh	SR-BI DiI inh	PKA-R1A act	dFosB act	Arrestin-AP2 inh
CN(CCOC(=O)/C=C/c1ccco1)Cc1ccccc1	7	10	11	99	-10	-1	0.4	-10	3	-3	6
COC(=O)C(CO)NC(=O)C(C)NC(=O)CNC(=O)OCc1ccccc1 (stereo not drawn)	-3	12	2	104	5	-34	-7.7	-12	1	3	6
CNC(=O)c1nc(C)n(-c2cc(Cl)cc(Cl)c2)n1	-1	-2	-12	102	8	-22	-0.1	2	-8	-7	10
CCOc1cc(/C=N/NC(=O)c2ccccn2)ccc1OC(=O)c1ccc(F)cc1	-2	-9	14	107	0	7	-3.4	9	-5	-17	-4
CCOC(=O)N1CCC(NC(=O)CCN2C(=O)COc3ccccc32)CC1	.	13	0	96	-5	5	0.0	-13	7	-11	-1
O=C1NC(=O)C2(CCCCC2C2CCCCC2)N1 (stereo not drawn)	-1	9	-1	122	2	.	0.0	-9	-5	1	38
Cc1ccccc1CN1C(=O)Nc2ccccc2C(=O)N1C(C)(C)C	4	19	5	103	1	-19	0.8	-19	-3	-9	6
O=C(CCC(=O)OCc1ccc(C(=O)Oc2ccccc2)cc1)Nc1cccc2ccccc12	-1	11	-7	108	-5	.	2.4	-11	-2	-1	-3
O=S(=O)(NCCOc1ccc(F)cc1)c1ccc2c(c1)OCCO2	.	-1	-10	96	-9	-10	0.3	1	5	-1	20
CCCOc1ccc(C(C)=O)cc1CSCCC#N	-1	-2	-3	115	-6	1	0.7	2	-3	-7	-5
Cc1ccc(C)c(S(=O)(=O)Nc2ccc(O)c(Sc3ncn[nH]3)c2)c1	-1	.	-7	98	0	4	-1.3	.	8	-5	-9
CC(C)N(C(=O)[C@H]1C[C@H](CC(=O)NCc2cccc(C(F)(F)F)c2)C(=O)N2CCc3c([nH]c4cc(CCC(=O)N(C)C)ccc34)[C@]12C)C(C)C	.	-39	-22	101	-7	.	-1.4	39	-8	-19	-3
CCN1C/C(=C\c2cccc([N+](=O)[O-])c2)C(=O)/C(=C/c2cccc([N+](=O)[O-])c2)C1	5	-40	-92	114	-4	.	1.1	40	2	-10	0
Cc1cc(SCC(=O)NCCN2C(=O)CSC2=O)nc2ccccc12	1	-8	9	98	-6	-11	0.8	8	2	5	9
COc1ccc(NC(=S)NC(=O)Cc2ccccc2)c(OC)c1	-3	10	-13	100	-10	7	1.5	-10	-9	4	28
CN1CCC(N(C)C(=O)c2cc(S(=O)(=O)N3CCOCC3)ccc2Cl)CC1	2	16	6	98	-7	5	0.4	-16	-6	-2	19
C=CCOc1ccc(C(=O)n2cc(C(=O)OC)c3ccccc32)cc1	2	-35	.	113	6	-4	3.0	35	-5	-9	2
C=CCc1c(OC)ccc2ccc(=O)oc12	-1	46	1	102	0	257	-0.1	-46	-10	6	0
CCOc1ccc(NC(=O)CSc2nc3c(c(=O)n2-c2ccccc2OC)SCC3)cc1	.	-44	5	115	-16	-12	-0.5	44	-2	-2	-2
C=CCn1c(SCC(=O)Nc2nncs2)nnc1-c1ccco1	-1	.	4	85	-11	-7	-1.3	.	-1	1	0
S=c1[nH]nc(C2CCCCC2)n1/N=C/c1ccc(Cl)cc1	0	-36	14	105	-9	6	5.1	36	3	-2	8
O=C(O)c1ccc(N2C(=O)CC(N3CCN(c4cccc(Cl)c4)CC3)C2=O)cc1 (stereo not drawn)	0	13	.	112	-1	11	-1.0	-13	4	1	-9
O=c1oc(Nc2ccc(F)cc2)nc2ccccc12	-3	7	-5	109	3	-9	-1.4	-7	-12	-4	9
Cc1ccc(/C=N/NC(=O)C2CC(=O)N(c3ccccc3)C2)s1 (stereo not drawn)	1	-9	-4	.	-3	-7	-1.1	9	-8	-2	6
Cc1cc(C)cc(NC(=O)N2CCC(C(=O)c3ccc(F)cc3)CC2)c1	-1	-17	-8	85	1	79	-0.4	17	-3	-12	-23
CCOc1c(Br)cc(/C=N\NC(=O)c2ccccc2)cc1OC	9	-42	20	100	-13	35	1.7	42	-4	-26	1
CC1CC(C)(C)CC2(C1)NC(=O)N(CC(=O)Nc1ccc(N3CCCCC3)cc1)C2=O (stereo not drawn)	15	.	15	110	-5	3	-2.6	73*	-3	-3	-2
Cc1ccc(S(=O)(=O)N2CCOCC2)cc1C(=O)OCC(=O)N(Cc1ccccc1)C(C)C	0	-61	-7	98	1	1	1.8	61	-15	-11	2
CCOC(=O)N1CCN(C(=O)CSc2ccccc2)CC1	-4	13	-9	93	1	9	0.9	-13	8	0	-5
O=C(O)c1ccc(-c2nc3ccccc3[nH]2)cc1	0	-12	-16	98	-9	71	0.4	12	8	-4	17
O=C(COC(=O)/C=C/c1ccccc1[N+](=O)[O-])NC(=O)NC1CCCC1	1	4	1	111	2	.	-2.0	-4	-6	-2	-5
CC(=O)NN1C(=O)/C(=C/c2ccc(C(C)C)cc2)SC1=S	7	28	0	100	1	17	-0.2	-28	-3	-15	-2
COc1cc([N+](=O)[O-])ccc1NC(=O)CN(C)C	5	-3	6	99	-2	275	-4.2	3	-12	-2	2
N#Cc1cccn1-c1nccs1	-3	2	10	.	-6	134	0.1	-2	-6	3	28
Oc1ccccc1C1=Nc2ncnn2C(c2ccccc2)C1 (stereo not drawn)	3	-21	-10	92	6	217	-0.1	21	-6	-14	27
CN1/C(=C/c2cc[n+](C)c3ccccc23)C=Cc2ccccc21	.	-5	-78	89	4	.	9.3	5	-4	51*	-24
Cc1cc(C)c(C(=O)N2CCCC(C(=O)c3cc(F)ccc3F)C2)o1 (stereo not drawn)	-1	-8	5	89	-7	-9	2.7	8	3	-6	6
CC1CCc2c(nc3ncnn3c2Nc2ccc(OC(F)(F)F)cc2)C1 (stereo not drawn)	-1	-18	-8	107	-3	9	0.9	18	-10	-19	1
CCCC1N2CC3([N+](=O)[O-])CN1CC([N+](=O)[O-])(C2)C3(C)C (stereo not drawn)	1	20	-2	100	2	-2	0.9	-20	2	-5	0
COc1ccc(Nc2ccc([N+](=O)[O-])cn2)cn1	3	20	-27	116	6	1	-1.8	-20	8	-3	8
COc1cccc2cc(C(=O)NC(C)C3CCCO3)c(=O)oc12 (stereo not drawn)	-1	28	33	100	-4	7	0.3	-28	1	-3	37
CCCC(=O)c1cc2c(cc1NC(=O)c1ccccc1F)OCCO2	-2	-28	2	116	-2	-15	0.5	28	2	-8	42
CCN1CCN(c2ccc(S(=O)(=O)N3CCOCC3)cc2NC(=O)C(C)Oc2ccc(Cl)cc2)CC1 (stereo not drawn)	2	0	6	99	8	8	-0.9	0	-6	-7	29
O=C(NCC1CCCO1)c1c(O)c2c([nH]c1=O)CCCC2 (stereo not drawn)	.	-7	59	90	-8	-5	0.9	7	-8	-3	7
CCNc1c([N+](=O)[O-])ncn1C	-1	-2	3	.	2	9	0.6	2	-4	0	-9
CNc1oc(-c2cccc3ccccc23)nc1C#N	-2	-23	5	102	7	4	0.4	23	3	-2	3

No enrichment for hits; 4.7% or so of the library scored in one or more.
